Compound activity as filed in PubChem.
KCNQ1 block: blocks the human KCNQ1 potassium channel; P51787; CHO-K1 KCNQ1, FluxOR thallium flux fluorescence; hits give high values; B-score at 10 µM; actives 1.3% (n = 310,000);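 active = compounds whose thallium flux B-score, printed positive for inhibition, exceeds three library SD while starting fluorescence stays within three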;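 note: channel opened by potassium depolarization with thallium stimulus after 20 min compound exposure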
MrgX1 PAM: human MrgX1 positive allosteric modulation, primary screen; MrgX1-HEK293, Fluo-4 calcium flux, FDSS; hits give high values; B-score at 10 µM; AID 588675; actives 0.63% (n = 310,000);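 active = plate-corrected calcium response at least 3 library SD above typical, normal starting fluorescence, not activating the receptor alone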;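 note: compound read alongside a low EC10 to EC30 dose of BAM8-22 agonist; peak minus trough fluorescence over baseline measured at the second addition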
TMEM16A act: activates or potentiates the mouse TMEM16A chloride channel. B-score at 10 µM. HEK293 TMEM16A/YFP-H148Q/I152L, iodide quench fluorescence; hits give low values. AID 623877. actives 0.3% (n = 340,000). Q8BHY3;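 active = fluorescence-ratio B-score plate-corrected deviation score at least 3 library SD below zero, with starting fluorescence score within 5 deviations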;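 note: channel opened by trigger with iodide after compound preincubation; score built on the fluorescence ratio of max minus min over baseline; more negative score means more quench and so TMEM16A activation or potentiation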
ANO1 block: inhibitors of mouse TMEM16A calcium-activated chloride channel. HEK293 TMEM16A/YFP iodide influx fluorescence, ionomycin. Q8BHY3. normalized B-score (activity score, 25-100; higher = stronger inhibition) at 10 µM. actives 1.2% (n = 310,000);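 active = ratio plate-corrected score three or more library SD toward inhibition, starting fluorescence score within five deviations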;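 note: score derived from kinetic fluorescence span divided by baseline fluorescence per well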
RGS4 block: inhibitors of human RGS4. HEK293 M3R/RGS4 inducible, Fluo-4 calcium flux; hits give high values; triggered by carbachol at its EC20. AID 463165. B-score at 10 µM. P49798. actives 0.45% (n = 310,000);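 active = B-score, a plate-corrected calcium signal, over three deviations above library mean, with baseline fluorescence within five deviations of library mean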;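 note: RGS4 expression induced by doxycycline in cells with stable M3 receptor; B-score is computed from the integrated fluorescence ratio over baseline after carbachol; higher B-score means a larger calcium signal and so more RGS4 inhibition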
KCNK9 block: blocks the human KCNK9 two-pore domain potassium channel; HEK293 KCNK9, FluxOR thallium flux fluorescence; hits give low values; Q9NPC2; B-score at 10 µM; actives 1.2% (n = 310,000); AID 488922;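 active = ratio B-score over 3 SD below the library mean, with starting fluorescence within 5 SD of its mean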;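 note: negative B-score means less thallium flux so channel inhibition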
hERG protect: compounds protecting human hERG from proarrhythmic drug block. CHO-hERG, FluxOR thallium flux, dofetilide IC70 present. AID 1511. Q12809. activation (rescue from dofetilide block), less the hit threshold, % at 10 µM. actives 0.51% (n = 310,000);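 active = activation above the mean of controls blocked by dofetilide plus 5 SD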;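 note: thallium influx through hERG after potassium depolarization seen as dye fluorescence rise; in these data hits start at about 4.7%; inactives centre near -7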
Target sequence (Q12809 whole entry, looked up): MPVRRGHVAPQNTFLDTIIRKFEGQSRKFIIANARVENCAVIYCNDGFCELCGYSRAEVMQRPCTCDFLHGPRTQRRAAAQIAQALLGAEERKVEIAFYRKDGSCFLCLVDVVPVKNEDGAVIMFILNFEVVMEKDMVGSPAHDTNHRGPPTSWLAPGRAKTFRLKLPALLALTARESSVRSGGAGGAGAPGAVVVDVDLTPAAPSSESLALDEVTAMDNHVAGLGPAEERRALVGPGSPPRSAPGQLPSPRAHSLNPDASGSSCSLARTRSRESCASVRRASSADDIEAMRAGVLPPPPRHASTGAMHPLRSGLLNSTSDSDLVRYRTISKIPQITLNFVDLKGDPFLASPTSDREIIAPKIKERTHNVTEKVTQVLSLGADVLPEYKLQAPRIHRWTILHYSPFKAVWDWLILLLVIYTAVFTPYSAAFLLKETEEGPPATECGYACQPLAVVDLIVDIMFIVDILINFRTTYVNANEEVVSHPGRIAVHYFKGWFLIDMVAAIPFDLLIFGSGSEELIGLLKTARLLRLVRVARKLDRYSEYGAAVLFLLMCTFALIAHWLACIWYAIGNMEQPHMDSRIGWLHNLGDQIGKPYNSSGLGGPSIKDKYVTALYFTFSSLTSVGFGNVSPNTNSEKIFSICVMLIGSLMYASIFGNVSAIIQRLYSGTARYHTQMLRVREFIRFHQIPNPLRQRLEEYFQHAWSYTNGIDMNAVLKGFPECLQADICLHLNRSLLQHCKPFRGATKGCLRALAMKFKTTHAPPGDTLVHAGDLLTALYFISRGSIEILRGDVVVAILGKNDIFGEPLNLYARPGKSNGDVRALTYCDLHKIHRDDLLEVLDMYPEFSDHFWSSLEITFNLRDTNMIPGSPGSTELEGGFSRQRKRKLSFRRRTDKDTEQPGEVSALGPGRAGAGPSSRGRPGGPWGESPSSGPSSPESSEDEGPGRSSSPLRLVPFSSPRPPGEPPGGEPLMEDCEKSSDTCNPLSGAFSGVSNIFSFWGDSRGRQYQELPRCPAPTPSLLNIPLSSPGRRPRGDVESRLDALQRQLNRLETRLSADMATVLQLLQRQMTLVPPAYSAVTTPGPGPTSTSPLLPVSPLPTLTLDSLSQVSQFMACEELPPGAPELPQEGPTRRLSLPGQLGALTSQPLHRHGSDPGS
RGS4 pot: potentiators or activators of RGS4 | AID 463111 | B-score at 10 µM | HEK293 M3R/inducible RGS4, carbachol calcium flux Fluo4; hits give low values | actives 0.92% (n = 310,000);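 active = B-score of the integrated calcium signal more than 4 SD below the library mean, with starting fluorescence not abnormally high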;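 note: negative B-score means reduced calcium response which marks RGS4 activation or potentiation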
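Reagent: ECmax carbachol challenge; Test system: M3R-expressing HEK293 line, RGS4 induced by doxycycline; Schedule: overnight RGS4 induction, 30 min dye load 37 °C, 20 min compound RT; Detection: calcium dye Fluo4 fluorescence; Read-out: Agonist-evoked peak-minus-minimum fluorescence over baseline, integrated ratio, B score.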
MrgX1 ag: activates human MrgX1 receptor signaling. actives 0.44% (n = 310,000). B-score at 10 µM. MrgX1-HEK293 cells, Fluo-4 calcium fluorescence, agonist mode; hits give high values. Q96LB2;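 active = calcium response B-score plate-corrected fluorescence ratio at least 3 library SD, with starting fluorescence B-score inside 5 SD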
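Material: HEK293 cells stably expressing human MrgX1 receptor | Quantity: 15,000 cells per well | Times: Cells plated overnight, dye loaded 0.5 h 37 °C, 0.5 h room temperature | Measured by: Kinetic Fluo-4 NW fluorescence of intracellular calcium | Control set: Positive and negative controls per plate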
KCNQ1 act: potentiates or activates the human KCNQ1 potassium channel; B-score at 10 µM; CHO-K1 KCNQ1, thallium flux FluxOR fluorescence; hits give high values; AID 2648; actives 0.35% (n = 310,000);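 active = fluorescence ratio B-score, a plate-corrected score, at least three library SD, with initial intensity B-score within 5 SD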
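Doses: Single concentration per compound, DMSO matched to controls | Test system: KCNQ1-transfected CHO-K1 cells | Timing: 90 min dye loading and 20 min compound exposure, both at room temperature | Measured by: Kinetic FluxOR thallium fluorescence, 10-s 1-Hz baseline, 110-s post-stimulus read | Medium: Assay buffer with matched DMSO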
KCNK3 inh: human KCNK3 channel inhibition, primary screen; O14649; CHO-KCNK3 thallium flux, FluxOR fluorescence; hits give low values; B-score at 10 µM; actives 0.84% (n = 340,000); AID 602410;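 active = B-score under library mean minus 4 SD, starting fluorescence ratio at most library mean plus 5 SD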;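 note: more negative B-score means stronger inhibition of thallium flux through KCNK3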
* = called active by the depositor; i = inactive; nt = no result given; & = joins results of further samples.

SMILES	KCNQ1 block	MrgX1 PAM	TMEM16A act	ANO1 block	RGS4 block	KCNK9 block	hERG protect	RGS4 pot	MrgX1 ag	KCNQ1 act	KCNK3 inh
Nc1nonc1C(=Nc1ccc(Br)cc1)NO	i	i	i	i	i	i	-8	i	i	i	i
Cc1cc(C)c2[nH]c(=O)c(CN(Cc3ccco3)C(=S)NCC3CCCO3)cc2c1 (centres undefined)	i	i	i	i	i	i	-5	i	i	i	i
S=C(c1ccc(-c2ccccc2Cl)o1)N1CCCCC1	i	i	i	i	i	i	-11	i	i	i	i
COC(=O)c1ccccc1NC(=O)N1CCCC1	i	i	i	i	i	i	-7	i	i	i	i
CCc1cc(=O)oc2c3c(cc(OCC(=O)NCc4ccncc4)c12)OC(C)(C)CC3	i	i	i	i	i	i	-16	i	i	i	i
COc1cc2c(c(OC)c1OC)-c1ccc(NC(=O)c3ccccc3)c(=O)cc1[C@@H](NC(C)=O)CC2	i	i	i	i	i	i	-9	i	i	i	i
O=C(Cc1cccs1)NCc1cc(Cl)cc(Cl)c1	i	i	i	i	i	i	-8	i	i	i	i
CC(=O)Nn1cc2c(=O)n(C)c(=O)n(C)c2c1	i	i	i	i	i	i	-2	i	i	i	i
N/C(=N\OC(=O)c1cccnc1)c1ccccc1Cl	i	i	i	i	i	i	-12	i	i	i	i
Cc1ccc(C)c(NC(=O)CCc2nnc3ccc(N4CCCCC4)nn23)c1	i	i	i	i	i	i	-8	i	i	i	i
COCCCN1C(=O)C(O)=C(C(=O)c2ccco2)C1c1ccccc1 (centres undefined)	i	i	i	i	i	i	-3	i	i	i	i
N#Cc1ccccc1CSc1nc(O)cc(=O)[nH]1	i	i	i	i	i	i	0	i	i	i	i
O=C(NC1CCCc2ccccc21)c1ccc(CNc2c(N3CCOCC3)c(=O)c2=O)cc1 (centres undefined)	i	i	i	i	i	i	-3	i	i	i	i
Cc1nn(Cc2ccccc2Cl)c(C)c1NC(=O)c1noc2c1CCCCC2	i	i	i	i	i	i	-10	i	i	i	i
COC(=O)c1ccc(OCCOCCOc2cccc3ccc(C)nc23)cc1	i	i	i	i	i	i	-7	i	i	i	i
C#CCOC(=O)CN1C(=O)c2cccc3cccc(c23)C1=O	i	i	i	i	i	i	-12	i	i	i	i
CCn1cc(C(=O)NC(=S)Nc2cccc(O)c2)cn1	i	i	i	i	i	i	-15	i	i	i	i
CCOC(=O)c1sc2nc3c(cc2c1N)COC(C)(C)C3	nt	i	i	i	nt	nt	nt	nt	i	nt	i
CN1/C(=C\C(=O)C(F)F)C(C)(C)c2ccccc21	i	i	i	i	i	i	-5	i	i	i	i
O=C(NCCCN1CCCCC1)C1CCC(CNS(=O)(=O)c2cccc3nsnc23)CC1 (centres undefined)	i	i	i	i	i	i	-10	i	i	i	i
CC(=O)[C@@H]1[C@@H](C(=O)c2ccc(F)cc2)[C@]2(C(=O)Nc3ccccc32)[C@H]2C=Cc3cc(F)ccc3N12	i	i	i	i	i	i	-7	i	i	i	i
Cc1ccccc1N1CC(C(=O)N2CC(C)CC(C)C2)CC1=O (centres undefined)	i	i	i	i	i	i	-3	i	i	i	i
Cc1nc2ccc(NC(=O)c3ccc([N+](=O)[O-])cc3)cc2[nH]1	i	i	i	i	i	i	-6	i	i	i	i
CC(C)CCN(C(=O)CNC(=O)c1ccco1)C(C(=O)NC1CCCCC1)c1cccnc1 (centres undefined)	i	i	i	i	i	i	-5	i	i	i	i
Cc1ccccc1CN1CCNC(=O)C1CC(=O)NCCC1=CCCCC1 (centres undefined)	i	i	i	i	i	i	-7	i	i	i	i

Brought forward from above: 3 entries, followed by the next part.
SMILES	KCNQ1 block	MrgX1 PAM	TMEM16A act	ANO1 block	RGS4 block	KCNK9 block	hERG protect	RGS4 pot	MrgX1 ag	KCNQ1 act	KCNK3 inh
Cc1nc2ccc(NC(=O)c3ccc([N+](=O)[O-])cc3)cc2[nH]1	i	i	i	i	i	i	-6	i	i	i	i
CC(C)CCN(C(=O)CNC(=O)c1ccco1)C(C(=O)NC1CCCCC1)c1cccnc1 (centres undefined)	i	i	i	i	i	i	-5	i	i	i	i
Cc1ccccc1CN1CCNC(=O)C1CC(=O)NCCC1=CCCCC1 (centres undefined)	i	i	i	i	i	i	-7	i	i	i	i
Cc1cc(-c2ccccc2)nc(N2CCN(c3ccccn3)CC2)n1	i	i	i	i	i	i	-6	i	i	i	i
Cc1ccc(N(CC(=O)N2CCOCC2)S(C)(=O)=O)cc1C	i	i	i	i	i	i	-5	i	i	i	i
O=C(c1cccs1)N(c1ccc(Cl)cc1)C1C=CS(=O)(=O)C1 (centres undefined)	i	i	i	i	i	i	-7	i	i	i	i
CC(C)=CCN1CCN(Cc2cccn2-c2ccccn2)CC1CCO (centres undefined)	i	i	i	i	i	i	-3	i	i	i	i
COc1ccc(CNC(=O)CSc2nccn(-c3ccc(F)c(F)c3)c2=O)cc1	i	i	i	i	i	i	-3	i	i	i	i
O=C1CCC(/C=C/c2ccccc2)=NN1Cc1ccccc1Cl	i	i	i	i	i	i	-12	i	i	i	i
COc1cc(/C=N/NC(=O)c2csc3c2CCCC3)cc(OC)c1O	i	i	i	i	i	i	-10	i	i	i	i
CCNC(=S)NNC(=O)c1c(Cl)c(C)nn1C	i	i	i	i	i	i	-9	i	i	i	i
CCn1c(/C=C2\C(=O)N(C(C)C)c3ccccc32)nc2ccccc2c1=O	i	i	i	i	i	i	-18	i	i	i	i
CNc1nc2ccccc2n1N	i	i	i	i	i	i	-1	i	i	i	i
CCc1ccc(C(=O)NCc2ccc(Cl)cc2)cc1	i	i	i	i	i	i	-4	i	i	i	i
NC(=O)c1ccccc1N(Cc1ccccc1)S(=O)(=O)c1ccccc1	i	i	i	i	i	i	-6	i	i	i	i
Cc1cccc[n+]1CC(=O)Nc1ccc([N+](=O)[O-])cc1Cl	i	i	i	i	i	i	-12	i	i	i	i
NS(=O)(=O)c1cc(C(=O)Nc2ccc3c(c2)OCCCO3)ccc1Cl	i	i	i	i	i	i	-6	i	i	i	i
COc1ccc(NC(=O)CS(=O)(=O)c2ccc(F)cc2)cc1	i	i	i	i	i	i	-4	i	i	i	i
COc1ccc(-c2nnn(CC(=O)NCCc3c[nH]c4ccccc34)n2)cc1OC	i	i	i	i	i	i	-10	i	i	i	i
Cc1cc(C)n2nc(C(=O)OCC(=O)c3ccc(F)cc3)nc2n1	i	i	i	i	i	i	-8	i	i	i	i
CCc1ccc(-c2cc(C(=O)N3N=C(C(F)F)CC3(O)C(F)F)c3ccccc3n2)cc1 (centres undefined)	i	i	i	i	i	i	-10	-7.2*	i	i	i
O=C(CCCCC(=O)NNC(=O)COc1ccccc1)NNC(=O)COc1ccccc1	i	i	i	i	i	i	-4	i	i	i	i
CN(CCOc1ccc(CC2SC(=O)NC2=O)cc1)c1ccccn1 (centres undefined)	i	i	i	i	i	i	-5&-4	i	i	i	i
COc1ccc(S(=O)(=O)n2nc(-c3ccc(Cl)cc3)cc2N)cc1OC	i	i	i	i	i	i	-9	i	i	i	i
COc1ccc(-n2c(C)ccc2C)c([N+](=O)[O-])c1	i	i	i	i	i	i	-12	i	i	i	i
O=C(O)C(CCCCNS(=O)(=O)c1ccc(F)cc1)NS(=O)(=O)c1ccc(F)cc1 (centres undefined)	i	i	i	i	i	i	-8&-2	i	i	i	i
Cc1ccc(CNC(=O)C2c3ccccc3C(=O)N3CCc4ccccc4C23)o1 (centres undefined)	i	i	i	i	i	i	-27	i	i	i	i
O=C(COc1ncnc2ccc(Br)cc12)Nc1ccc(N2CCOCC2)cc1	i	i	i	i	i	i	-11	i	i	i	i

Later entries:
SMILES	KCNQ1 block	MrgX1 PAM	TMEM16A act	ANO1 block	RGS4 block	KCNK9 block	hERG protect	RGS4 pot	MrgX1 ag	KCNQ1 act	KCNK3 inh
CCOC(=O)c1oc2c(CN3CCCCC3C)c(O)ccc2c(=O)c1-c1ccc(OC)c(OC)c1 (centres undefined)	i	i	i	i	i	i	-16	i	i	i	i
O=C(NCc1ccc(F)cc1)C(c1ccncc1)N(C(=O)c1csnn1)C1CC1 (centres undefined)	i	i	i	i	i	i	-9	i	i	i	i
O=C(CCC(=O)N1CCOc2ccccc21)NCCCN1CCN(Cc2ccccc2)CC1	i	i	i	i	i	i	-6	i	i	i	i
Cc1cccc(C(=O)NCCN(C)C)c1	i	i	i	i	i	i	-1	i	i	i	i
Cc1cc(C)c(S(=O)(=O)N2CCCC(C(=O)N3CCCC3)C2)c(C)c1 (centres undefined)	i	i	i	i	i	i	-6	i	i	i	i
Cn1c(N)c(C(=O)CCl)c(=O)n(Cc2ccccc2)c1=O	i	i	i	i	i	i	-9	i	i	i	i
C=C(C)c1cccc(C(C)(C)NC(=O)N2CCC(C)CC2)c1	i	i	i	i	i	i	-9	i	i	i	i
CCOC(=O)N1CCN(C(=O)c2ccc3c(c2)NC(=O)C(N2CCOCC2)S3)CC1 (centres undefined)	nt	i	i	i	nt	nt	nt	nt	i	nt	i
Cc1nc(Cl)c2c(n1)NC(=O)CO2	i	i	i	i	i	i	-8	i	i	i	i
O=S(=O)(NC(=NC1CCCCC1)c1ccccc1)c1ccccc1	i	i	i	i	i	i	-5	i	i	i	i
CCN1CCN(Cc2ccc(NC(=O)c3cc(NC(=O)C(=O)c4c[nH]c5ccccc45)cc(OC)c3)cc2C(F)(F)F)CC1	i	i	i	i	i	i	-41	i	i	i	i
C=C(C)c1nc(N)nc(N)n1	i	i	i	i	i	i	-5	i	i	i	i
COc1cc(C(=O)N=c2sccn2C)c([N+](=O)[O-])cc1OC	i	i	i	i	i	i	-13	i	i	i	i
COc1ccc(NC(=O)C2CCCN2c2nn3c(=O)cc(C)nc3s2)cc1 (centres undefined)	i	i	i	i	i	i	-7	i	i	i	i
O=C(COC(=O)c1cc([N+](=O)[O-])ccc1NCCO)NCc1cccs1	i	i	i	i	i	i	-5	i	i	i	i
COc1ccc(S(=O)(=O)N2CCN(c3ccc(C)cc3C)CC2)cc1OC	i	i	i	25*	i	i	-8	i	i	i	i
O=C(N/N=C/c1cccc([N+](=O)[O-])c1)c1ccc2c(c1)OCCO2	i	i	i	i	i	i	-7	i	i	i	i
